Screening data from PubChem BioAssay.
MEX-5 binding = C. elegans MEX-5 TCR-2 RNA binding activity | Q9XUB2 | 300,000 compounds, 0.38% hits | MEX-5/FITC-TCR2 RNA binding, fluorescence polarization; stronger effect = lower value | AID 1832 | activity score (negative = inhibition of binding), % at 10 µM;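 active means inhibition past about -25% in most replicates, and total fluorescence under double the plate's negative control median, limit read from the data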;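 further: 0% = DMSO and -100% = 5 µM competing unlabeled TCR2 RNA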
MCL1-BIM inh = MCL1-BIM-BH3 interaction inhibition (human). Q07820. GST-MCL1 / FITC-Bim-BH3 fluorescence polarization. inhibition, % at 10.9 µM. 320,000 compounds, 0.68% hits. AID 2057;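 active means inhibition above the mean inhibition of all tested compounds plus 3 SD, set per campaign, cut at about 40% in these data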;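 further: 0% = DMSO wells and 100% = unlabeled Bim-BH3 peptide control; higher means more loss of mP so more displacement of Bim peptide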
Target sequence (Q07820 whole entry, looked up): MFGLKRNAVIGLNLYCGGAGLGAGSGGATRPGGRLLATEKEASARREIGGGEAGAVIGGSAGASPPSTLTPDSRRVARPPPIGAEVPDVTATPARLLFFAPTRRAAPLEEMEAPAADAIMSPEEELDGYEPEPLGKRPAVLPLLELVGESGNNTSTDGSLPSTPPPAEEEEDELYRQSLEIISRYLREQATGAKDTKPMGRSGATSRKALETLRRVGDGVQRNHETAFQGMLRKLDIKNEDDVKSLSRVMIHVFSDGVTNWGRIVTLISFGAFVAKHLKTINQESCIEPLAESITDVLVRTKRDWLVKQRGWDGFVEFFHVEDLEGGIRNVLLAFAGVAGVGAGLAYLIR
Bcl-xL primary = Bcl-xL (human) inhibition; inhibition, % at 10.9 µM; 320,000 compounds, 0.7% hits; GST-Bcl-xL / FITC-Bim BH3 peptide fluorescence polarization; Q07817;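 active means inhibition above the mean of all tested compounds plus 3 SD, cutoff set per campaign, cut at about 30% in these data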;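 further: 0% = DMSO wells and 100% = unlabeled Bim-BH3 peptide competitor; inhibitors lower millipolarization by displacing the labeled peptide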
Target sequence (Q07817 whole entry, looked up): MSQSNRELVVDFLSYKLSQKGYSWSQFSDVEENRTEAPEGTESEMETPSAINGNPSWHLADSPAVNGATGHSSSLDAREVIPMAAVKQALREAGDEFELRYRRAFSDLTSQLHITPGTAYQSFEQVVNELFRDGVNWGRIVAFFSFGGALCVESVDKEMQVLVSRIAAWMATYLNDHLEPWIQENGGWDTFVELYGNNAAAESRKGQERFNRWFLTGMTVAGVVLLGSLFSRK
VLA-4 inh = inhibition in a human VLA-4 binding assay. P13612. AID 2557. inhibition, % (about 7 µM as worked out from the volumes in the protocol). 330,000 compounds, 0.2% hits. VLA-4 expressing cells, ligand binding flow cytometry; in the data active means inhibition above about 50%
GRK2 inh = human GRK2 inhibition via aptamer displacement; inhibition of aptamer binding, % at 10 µM; bead flow cytometry, FAM-aptamer displacement from GRK2; P25098; 330,000 compounds, 0.59% hits;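 active means inhibition of aptamer binding above 40%, roughly 3 SD of noise, on plates passing a quality check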;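 further: median bead fluorescence of bound FAM aptamer so fluorescent compounds give negative values; no value below 0 was filed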
AGP1-GFP MLPCN = yeast TOR pathway AGP1-GFP modulation; S. cerevisiae AGP1-GFP multiplex flow cytometry, 3 h; GFP as percent of DMSO wells; AID 2066; 320,000 compounds, 0.02% hits; GFP response vs DMSO, % at 10 µM;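 active means GFP response relative to DMSO above a set limit, near screen average plus 3 SD, cut at about 150% in these data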;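 further: median GFP channel fluorescence of the gated AGP1 strain per well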
GLD-1 RNA inh = GLD-1-TGE RNA interaction inhibition (C. elegans) | Q17339 | 320,000 compounds, 0.44% hits | purified GLD-1 + fluorescein TGE RNA, fluorescence polarization | inhibition, % at 5.96 µM;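 active means percent inhibition above a per-plate cutoff, the plate mean of test compounds plus 3 SD, cut at about 30% in these data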;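 further: 0% = DMSO wells with GLD-1 and probe and 100% = wells lacking GLD-1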
Target sequence (Q17339 whole entry, looked up): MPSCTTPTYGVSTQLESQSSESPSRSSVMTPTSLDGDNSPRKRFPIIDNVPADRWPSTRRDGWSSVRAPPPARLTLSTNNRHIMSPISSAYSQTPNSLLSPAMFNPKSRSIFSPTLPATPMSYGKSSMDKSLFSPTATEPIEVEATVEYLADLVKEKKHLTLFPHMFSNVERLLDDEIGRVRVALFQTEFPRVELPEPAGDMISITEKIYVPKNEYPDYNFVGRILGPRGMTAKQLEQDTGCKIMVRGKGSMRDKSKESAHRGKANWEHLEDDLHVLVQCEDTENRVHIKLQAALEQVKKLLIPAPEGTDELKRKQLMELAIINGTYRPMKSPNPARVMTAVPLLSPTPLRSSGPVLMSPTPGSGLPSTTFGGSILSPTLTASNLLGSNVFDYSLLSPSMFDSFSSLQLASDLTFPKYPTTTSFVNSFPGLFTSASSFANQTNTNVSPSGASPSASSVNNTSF
CR mimetic SO = lowers age-related superoxide in aged yeast cells; AID 2690; S. cerevisiae aged cells, superoxide DHE fluorescence; stronger effect = lower value; superoxide response (% of plate mean), % at 10 µM; 330,000 compounds, 0.18% hits;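 active means superoxide response under a set limit, about three screen SD below normal, cut at about 65% in these data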;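 further: yeast aged for seven days with compound at 30 °C before DHE staining; 100% = average MFI of all compound-treated wells on the plate with controls excluded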
CIT2-GFP yeast = yeast TOR pathway CIT2-GFP modulation | S. cerevisiae CIT2-GFP strain, flow cytometry, 3 h; 100 means same as DMSO wells | GFP response vs DMSO, % at 10 µM | 320,000 compounds, 0.065% hits;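 active means GFP response relative to DMSO above a set limit, near the screen mean plus 3 SD, cut at about 150% in these data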;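 further: ratio of well median GFP fluorescence to mean of DMSO wells on the plate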
* hit, by the source's call; · = not tested or not shown.

molecule,CIT2-GFP yeast,Bcl-xL primary,GRK2 inh,CR mimetic SO,MCL1-BIM inh,MEX-5 binding,AGP1-GFP MLPCN,VLA-4 inh,GLD-1 RNA inh
COCCCNC(=O)Cn1c(=O)n(Cc2ccc(C(=O)NCCc3ccc(OC)c(OC)c3)cc2)c(=O)c2ccccc21,100,5,1,103,3,-1.4,106,0,3
Cc1ccc(NC(=O)CC2SC(=NCC3CCCO3)NC2=O)cc1Cl (centres undefined),93,-3,0,110,3,0.8,95,21,4
CCCCOCCCNc1ncnc2c1[nH]c1ccccc12,·,6,53*,92,-1,0.0,91,35,-6
CCOC(=O)c1sc2nc3c(SCCC#N)cc(C(=O)c4cc(F)ccc4O)cn3c(=O)c2c1C,100,-2,4,104,-15,4.6,99,-13,-4
COc1ccc(CCNC(=O)CNS(=O)(=O)c2ccc(Br)cc2)cc1,97,2,1,105,4,0.2,101,5,8
NC(=O)C1CCN(C(=O)C(Cc2ccccc2)NC(=O)c2ccccc2)CC1 (centres undefined),98,3,1,98,1,·,107,-3,1
CCc1ccc(CNC(=O)CCS(=O)(=O)Cc2ccccc2F)cc1,103,2,0,113,1,-1.0,94,-11,4
CC1CN(C(=O)CCC(=O)NCc2cccnc2)c2ccccc2O1 (centres undefined),104,-3,0,88,0,0.1,105,-22,-5
Cn1nc(C(C)(C)C)c([N+](=O)[O-])c1C(N)=O,99,3,1,94,0,-3.8,106,-1,-3
CCCCNC(=O)CCn1c(=O)c2ccccc2n(CC(=O)Nc2ccccc2OCC)c1=O,97,4,0,107,-8,3.6,99,11,0
CC(=O)Nc1ccc2c(c1)OCO2,96,8,3,87,10,1.5,96,4,-4
CCC(=O)N(Cc1cc(=O)[nH]c2ccccc12)c1ccc(C)cc1,92,4,4,120,8,1.9,88,-4,3
COc1cc(NS(=O)(=O)c2ccc(NC(=S)NC(=O)CC(C)C)cc2)nc(OC)n1,89,-1,0,114,8,-1.3,88,5,-2
CCCCCCSc1ccc([C@H]2N[C@@](Cc3ccccc3)(C(=O)OC)[C@H]3C(=O)N(CC)C(=O)[C@@H]23)cc1,98,3,0,106,-1,-1.9,88,18,-1
COC(=O)c1sccc1NC(=O)Nc1cc(C)ccc1OC,101,·,0,96,·,0.7,84,5,·
CCOC(=O)c1c(C)n(C)c2ccc(OC(C)=O)cc12,106,12,1,100,3,0.9,93,9,-2
COc1ccc(Nc2nc(N)nc(C(F)(F)F)n2)c(OC)c1,100,0,0,96,5,1.1,112,8,-2
O=C(NC12CC3CC(CC(C3)C1)C2)c1cccnc1Cl,102,2,0,93,-3,1.0,104,7,4
Cc1ccccc1N1CCN(S(=O)(=O)c2ccc3oc(=O)ccc3c2)CC1,97,3,1,113,0,1.6,120,-2,-8
CCn1c(N)c(C(=O)COC(=O)CCc2nc3ccccc3c(=O)[nH]2)c(=O)[nH]c1=O,101,-1,1,115,-4,·,109,20,1

More structures
molecule,CIT2-GFP yeast,Bcl-xL primary,GRK2 inh,CR mimetic SO,MCL1-BIM inh,MEX-5 binding,AGP1-GFP MLPCN,VLA-4 inh,GLD-1 RNA inh
CCS(=O)(=O)c1nc(S(=O)(=O)c2ccc(C)cc2)c(N2CCCC(C)C2)s1 (centres undefined),105,-3,6,93,-2,0.7,101,8,3
CC(=O)c1ccc(NC(=O)c2cc(CC(C)C)on2)cc1,109,0,0,104,-2,-0.7,99,-2,-1
O=C(O)c1cc(-c2ccc(Cl)cc2)n(-c2ccc(Cl)cc2)n1,92,1,0,101,0,-2.8,87,4,4
C=CCNC(=O)CN1C2CCCC1CC(NC(=O)c1ccccc1C)C2 (centres undefined),93,7,3,104,5,2.2,105,3,3
Cc1cccc(-n2ncc3c(NCc4ccccc4)ncnc32)c1,90,6,0,92,4,3.9,92,20,8
COc1ccc(S(=O)(=O)N2CCOCC2)cc1C(C)C,113,-1,4,105,2,-1.6,90,7,-6
CC(=O)c1cccc(NS(=O)(=O)c2c(C)noc2C)c1,103,-2,0,107,1,0.0,94,1,-3
Cn1ccnc1SCC(=O)Nc1ccc2c(c1)OCO2,100,1,0,91,0,0.5,104,1,0
CCN(CC)S(=O)(=O)c1ccc(N/N=C/c2cccnc2)nc1,106,5,0,96,4,1.6,95,14,-1
Oc1ccc(/C=N/n2c(C3CCCCC3)n[nH]c2=S)c(O)c1,105,-3,0,95,-16,-6.7,103,-2,-7
O=C(Nc1ccncc1)c1ccc(Cl)c([N+](=O)[O-])c1,112,-5,0,105,3,-0.9,95,9,0
CCn1cnc2sc(C(=O)Nc3ccc4c(c3)OCO4)c(C)c2c1=O,110,4,1,97,-1,1.9,114,-3,1
CC1CCCCN1C(=O)CNCC1CCCO1 (centres undefined),98,4,0,92,0,-3.0,105,2,5
Cc1noc(NS(=O)(=O)c2ccc(NC(=O)C34CC5CC(C3)CC(n3cnc(Br)n3)(C5)C4)cc2)c1C,90,-7,0,105,-6,-0.3,91,7,-1
CCCOc1ccc(/C(O)=C2/C(=O)C(=O)N(CCCn3ccnc3)C2c2ccco2)cc1 (centres undefined),90,4,0,94,-6,7.6,95,8,5
COc1ccc(CN(C)C(=O)c2ccc(NS(=O)(=O)c3ccc4[nH]c(=O)[nH]c4c3)cc2)c(OC)c1OC,98,·,1,111,·,·,93,2,0
C=CC(COCc1ccccc1)N([C@@H](Cc1ccccc1)C(=O)OC)S(=O)(=O)c1ccccc1Br (some centres undefined),90,·,0,108,·,·,94,1,7
Cc1ccc(C)c(N/C=C(\C#N)c2nc3ccccc3o2)c1,97,-7,0,96,-8,-2.2,104,0,3
CC12CC(NC(=O)N1c1cccc(C(=O)NCc3ccc4c(c3)OCO4)c1)c1cc(Cl)ccc1O2 (centres undefined),93,4,0,100,5,0.0,107,7,8
Cc1nn(C)cc1/C=N/NC(=O)c1sc2ccccc2c1Cl,101,0,0,102,5,0.3,101,2,-2

Later entries:
molecule,CIT2-GFP yeast,Bcl-xL primary,GRK2 inh,CR mimetic SO,MCL1-BIM inh,MEX-5 binding,AGP1-GFP MLPCN,VLA-4 inh,GLD-1 RNA inh
CN1CCN(CCCCOc2cccc3ccccc23)CC1,109,3,0,89,4,2.1,101,30,6
Cn1c(SCC(=O)N2CCN(Cc3ccccc3)CC2)nnc1-c1ccncc1,109,6,0,102,10,-2.3,108,-1,7
COc1ccc(S(=O)(=O)N2CCC3(CC2)OCCO3)cc1,66,4,0,95,7,0.6,98,-12,0
CCOC(=O)c1ccc(Nc2nnc(C)c3ccccc23)cc1,102,9,1,114,0,-0.4,116,19,0
CCC1=[N+](CC(=O)c2ccc(C)cc2)CCn2cccc21,110,-11,0,97,-15,0.8,112,5,-34
COc1cc(-c2noc(CCCC(=O)NC3CCCCC3)n2)cc(OC)c1OC,114,4,5,93,6,1.4,·,3,1
Cc1ccc2nc(C)c(C(=O)NN=C3CCN(C)CC3)n2c1,106,5,6,101,6,3.2,107,4,-5
COc1ccc(OC)c(C(=O)CSc2nnnn2C)c1,·,6,3,97,2,-2.8,105,0,8
CCCCn1c(SCC(=O)Nc2cc(C)on2)nc2ccsc2c1=O,107,-8,2,106,-6,1.6,98,1,-2
CCn1cc(CNC(=O)CC2C(=O)NCCN2CC(c2ccccc2)c2ccccc2)cn1 (centres undefined),88,5,4,95,1,-2.0,92,-4,18
CCCN(C(=O)COC(=O)c1[nH]c(C)c(C(=O)OC)c1C)c1c(N)n(Cc2ccccc2)c(=O)[nH]c1=O,102,-14,1,106,-31,6.1,115,20,-7
O=C1c2ccsc2SCCN1Cc1cccc(F)c1,96,4,0,104,4,1.3,96,7,9
CCN1C(=O)[C@H]2[C@@H](c3ccc(-c4ccc(OC)cc4)cc3)N3CCC[C@@]3(C(=O)OC)[C@H]2C1=O,99,0,2,111,-2,1.0,103,-14,10
CCCSc1nc(N)c(C#N)c(-c2ccc(C)cc2)c1C#N,101,4,0,90,2,1.5,94,16,4
O=C(NCCN1CCOCC1)c1ccc(F)cc1,100,1,0,90,7,1.3,98,12,9
CCS(=O)(=O)NCCc1cc2ccc(C)cc2[nH]c1=O,111,6,2,110,4,-3.9,109,-28,2
COc1cc([N+](=O)[O-])ccc1NC(=S)NNC(=O)CCC(=O)Nc1ccccc1Cl,103,4,3,104,5,-3.5,98,7,0
O=C(CCC(=O)Nc1cccc(Cl)c1)N/N=C/c1cc([N+](=O)[O-])ccc1O,111,3,1,90,8,0.7,101,-3,-4
N#C/C(=C\c1c(Cl)cccc1Cl)c1nc2ccccc2[nH]1,90,1,4,117,-2,2.2,88,9,-10
Cn1c(C(=O)OC(C(=O)NCC2CCCO2)c2cccnc2)cc2sccc21 (centres undefined),109,1,2,121,1,3.5,108,15,-1

The results go on.
molecule,CIT2-GFP yeast,Bcl-xL primary,GRK2 inh,CR mimetic SO,MCL1-BIM inh,MEX-5 binding,AGP1-GFP MLPCN,VLA-4 inh,GLD-1 RNA inh
O=C(N/N=C/c1ccc([N+](=O)[O-])o1)c1cc(-c2ccc(-c3ccccc3)cc2)nc2ccccc12,104,2,1,108,4,-5.2,102,-24,-2
Cc1cccc[n+]1CCCCCCCCCC[n+]1ccccc1C,100,5,1,86,3,0.4,86,8,3
CNC(=S)N1CCc2sccc2C1C (centres undefined),103,-3,0,112,0,1.8,108,19,3
COc1cccc(CNC(=O)c2cc(=O)[nH]c3ccc(S(=O)(=O)N4CCOCC4)cc23)c1,94,0,0,104,-7,·,105,1,5
O=C(c1ccncc1)N1CCN(S(=O)(=O)c2ccccc2F)CC1,97,·,1,92,·,·,99,1,-1
CCc1ccc2oc(=O)cc(CN3CCCCC3C)c2c1 (centres undefined),99,6,0,126,7,2.8,110,2,10
CCOc1ccc(/C=N/Nc2nc(C)cs2)c(O)c1,101,·,0,106,·,0.4,92,7,·
Cc1cccc(-c2nnnn2-c2cccc(C)c2)c1,·,12,1,106,7,-0.2,88,6,9
O=C(CCC(=O)CCN1CCCCC1)CCN1CCCCC1,103,3,0,105,1,-0.1,101,3,4
CCOC(=O)C1=C(C)N(C)C(C)=C(C(=O)OCC)C1c1ccncc1,98,5,0,109,2,0.3,102,-4,-5
N#CCSc1nnc(C2CCCCC2)n1Cc1ccccc1,102,0,0,112,-1,-3.9,103,23,2
CN(c1ccccc1C(=O)Nc1ccc(F)c(Cl)c1)S(C)(=O)=O,93,6,4,98,1,-0.3,97,-4,8
O=[N+]([O-])c1ccc(NNS(=O)(=O)c2cc(Cl)ccc2Cl)nc1,88,·,0,115,·,-7.1,92,5,·
COc1ccc(C2CC(C(F)(F)F)n3ncc(C(=O)NCc4cccnc4)c3N2)cc1OC (centres undefined),104,-2,0,102,-2,-0.4,108,3,-1
O=C(NCCNC(=O)c1cccc(O)c1)c1cccc(O)c1,100,0,1,97,-1,0.5,96,0,-4
COc1ccc(C(=O)/C=C/Nc2ccc(S(=O)(=O)Nc3cc(OC)nc(OC)n3)cc2)c(OC)c1,102,0,0,97,-4,-15,98,-5,-21
COc1ccc(S(=O)(=O)N2CCC(C(=O)NCC3CCCO3)CC2)cc1OC (centres undefined),105,-1,1,101,-4,0.7,104,-2,-3
CCOc1ccc(CNn2cnnc2)cc1,102,3,0,102,1,0.0,104,-9,9

Part of the list above in a different format.
Order of results: CIT2-GFP yeast, Bcl-xL primary, GRK2 inh, CR mimetic SO, MCL1-BIM inh, MEX-5 binding, AGP1-GFP MLPCN, VLA-4 inh, GLD-1 RNA inh
CN(c1ccccc1C(=O)Nc1ccc(F)c(Cl)c1)S(C)(=O)=O
    93, 6, 4, 98, 1, -0.3, 97, -4, 8
CCOC(=O)C1=C(C)N(C)C(C)=C(C(=O)OCC)C1c1ccncc1
    98, 5, 0, 109, 2, 0.3, 102, -4, -5
